TCR activator: activates T cell receptor signaling; primary human leukocytes, anti-CD3, IL-2 HTRF, 48 h; Potency, µM (series often up to 9.22 µM), inactives show top-dose activation of IL-2 secretion, most hits filed as activators; 330,000 tested, under 10 active; AID 504894; further: % of control where 0% means no effect
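Primary human leukocytes receive a-CD3 beads and test compound and are incubated 48 hr. Secreted IL-2 is then assayed by HTRF, measuring 665nm acceptor emission after 320nm excitation of the europium donor.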
TRPV1 agonist: activates the human vanilloid receptor TRPV1. Q8NER1. TRPV1-expressing cells, Fluo-8 calcium influx, agonist mode. activation, % at 8.33 µM. hit rate 0.19% among 320,000; in the data active means activation above about 80%; inconclusive means between about 30% and that limit; further: 0% is about no effect
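TRPV1-expressing cells were cultured overnight at 35.5C and loaded with Fluo-8 calcium dye for 40 to 90 min at room temperature. After a 10 s baseline, compound was added and calcium influx was read kinetically for 3 min (ex 480/em 520 nm).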
ELG1 repair inh: ELG1-dependent DNA repair inhibition | HEK293T ELG1-luciferase reporter, luminescence, 16 h; DNA damage induced by 5-fluorouridine | Potency, µM (titrated, usually from 46.1 µM), for inactives: at the highest dose activity change, negative = inhibition, actives largely listed as inhibitors | hit rate 2.3% among 330,000 | AID 504467; further: potency means the concentration at half of the fitted maximal effect; on the % scale 0 is the no-effect control and ±100 the full control effect; nearly all actives have a fitted effect of over 55% in size
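Overnight (16 hr) co-exposure of 2,000 cells/well to 5-fluorouridine and compound at 37 °C preceded detection. Luciferase was quantified via ONE-Glo luminescence; loss of signal denotes inhibition.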
TSHR antagonist: blocks TSH signaling through the human TSH receptor; P16473; hit rate 0.2% among 330,000; TSHR-expressing cells, TSH-stimulated cAMP HTRF, 2 h; hits give low values; activity change, negative = inhibition, % at 11.5 µM;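 active means activity change below a set negative limit, meaning inhibition stronger than a set level, cut at about -70% in these data; inconclusive means activity change between two set negative limits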; further: on the % scale 0 is the no-effect control and ±100 the full control effect
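TSHR-expressing cells were treated with compounds, then stimulated with TSH at EC80 (4nM final) for 2 hours at 37 deg C. Cellular cAMP was measured by HTRF competition between lysate cAMP and cAMP-d2 for a cryptate-labelled anti-cAMP antibody.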
KCNH2 WT inh: inhibitors of human wildtype KCNH2 potassium channel; U2OS, BacMam KCNH2, thallium flux FluxOr; hits give low values; activity change, % at 1.84 µM; hit rate 0.37% among 340,000;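 active means maximum activity change below -70%; inconclusive means maximum activity change between -70% and -50%; inactive means maximum activity change above -50%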; further: on the % scale 0 is the no-effect control and ±100 the full control effect
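U2OS cells were transduced with wild-type KCNH2 virus (2.03 x 10^8 / mL) for 4 h at room temperature, then cultured overnight at 37 C. Thallium flux was read with FluxOr dye. Rate constants were normalized to DMSO controls.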
Mito fusion yeast: inhibitors of mitochondrial division or activators of mitochondrial fusion; AID 485298; S. cerevisiae fusion-defective mutant growth rescue, CellTiterGlo 48 h; hit rate 0.23% among 320,000; Potency, µM (series often up to 46.1 µM), for the others: at the highest dose growth rescue (activation), usual class: activators;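 further: potency means the concentration at half of the fitted maximal effect; % of control where 0% means no effect; nearly all actives have a fitted effect of over 45% in size; temperature-sensitive fusion mutants such as fzo1-1 at 37 °C on non-fermentable ethanol glycerol medium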
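Compounds are tested for their ability to restore growth of mitochondrial fusion-defective yeast strains at non-permissive 37C in YPEG medium over 48 hours. Viability is quantified by luciferase luminescence.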
KCNH2 3.1 inh: blocks the human KCNH2 3.1 channel isoform | activity change, % (tested at about 1.8 µM) | AID 720553 | U2OS KCNH2 3.1, thallium flux FluxOr; hits give low values | hit rate 0.95% among 340,000;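 active means maximum activity change below -70%; inconclusive means maximum activity change from -70% to -50%; inactive means maximum activity change above -50%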;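 further: thallium influx rate constant from kinetic fluorescence after stimulation buffer; on the % scale 0 is the no-effect control and ±100 the full control effect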
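Thallium flux read-out: FluxOr dye with Red40 quencher in HBSS/HEPES, 45 min at RT. Rate constants from kinetic reads were normalized to positive and negative DMSO controls. Cells: U2OS virally expressing the 3.1 isoform.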
AT treatment: potential ataxia-telangiectasia treatments restoring KAP-1 phosphorylation. Potency, µM (series often up to 57.5 µM), for the others: at the top dose activation, hits mostly activators. AID 485349. hit rate 0.19% among 320,000. […] A-T fibroblasts, KAP-1 phosphorylation AlphaLISA; neocarzinostatin DNA damage 30 min before lysis; further: potency means the concentration at half of the fitted maximal effect; % of control where 0% means no effect; nearly all actives have a fitted effect of over 45% in size
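hTERT-immortalized A-T patient fibroblasts ([…]), 500 cells/well in OPTI-MEM, 1% FBS, got compounds for 60 min, then NCS for 30 min at 37C. Lysates were then assayed for phospho-KAP-1 by AlphaLISA (anti-pKAP1 donor, anti-KAP1 acceptor beads), 6 hr at 25C.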
USP2a inh: blocks human ubiquitin-specific protease USP2a | AID 463254 | hit rate 0.01% among 330,000 | O75604 | Potency, µM (highest dose often 38.3 µM), for inactives: at the top dose activity change, negative = inhibition, hits mostly inhibitors | USP2 core, Ub-CHOP2 coupled fluorogenic reporter, 485/531;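 further: potency means the concentration at half of the fitted maximal effect; plate controls were DMSO wells for no effect and full inhibition by NEM control for full effect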
Target sequence (O75604 whole entry, looked up): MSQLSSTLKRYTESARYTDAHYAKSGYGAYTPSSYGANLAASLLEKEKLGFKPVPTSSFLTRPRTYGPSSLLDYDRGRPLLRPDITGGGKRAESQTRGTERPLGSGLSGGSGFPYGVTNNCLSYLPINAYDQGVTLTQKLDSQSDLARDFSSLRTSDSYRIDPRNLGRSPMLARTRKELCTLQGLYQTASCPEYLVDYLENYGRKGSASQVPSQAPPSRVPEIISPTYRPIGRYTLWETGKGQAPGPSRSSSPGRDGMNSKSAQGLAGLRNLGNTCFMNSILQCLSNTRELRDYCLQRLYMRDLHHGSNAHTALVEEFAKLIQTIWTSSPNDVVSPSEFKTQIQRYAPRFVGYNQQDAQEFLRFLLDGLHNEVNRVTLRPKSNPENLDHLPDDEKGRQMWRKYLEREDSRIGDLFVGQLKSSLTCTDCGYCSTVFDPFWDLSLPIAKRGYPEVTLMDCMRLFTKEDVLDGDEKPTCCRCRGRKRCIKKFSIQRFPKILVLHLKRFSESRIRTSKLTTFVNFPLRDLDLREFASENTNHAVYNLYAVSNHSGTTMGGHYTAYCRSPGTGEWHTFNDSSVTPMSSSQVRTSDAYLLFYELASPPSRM
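Deubiquitinase activity read as fluorescence (485/531 nm) after Ub-CHOP2 cleavage activates the enterokinase reporter on its substrate; USP2 core 10nM, Ub-CHOP2 and substrate 25nM each, 30min compound preincubation then 60min RT; data normalized to NEM, curves fitted.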
Eya2 inh: Eya2 (human) phosphatase inhibition; Potency, µM (doses to about 76.9 µM), inactives show top-dose activity, negative = inhibition, usual class: inhibitors; recombinant Eya2, OMFP fluorescence dephosphorylation (OMFP is methylfluorescein phosphate); O00167; hit rate 0.006% among 330,000; further: potency means the concentration at half of the fitted maximal effect; on the % scale 0 is the no-effect control and ±100 the full control effect
Target sequence (O00167 whole entry, looked up): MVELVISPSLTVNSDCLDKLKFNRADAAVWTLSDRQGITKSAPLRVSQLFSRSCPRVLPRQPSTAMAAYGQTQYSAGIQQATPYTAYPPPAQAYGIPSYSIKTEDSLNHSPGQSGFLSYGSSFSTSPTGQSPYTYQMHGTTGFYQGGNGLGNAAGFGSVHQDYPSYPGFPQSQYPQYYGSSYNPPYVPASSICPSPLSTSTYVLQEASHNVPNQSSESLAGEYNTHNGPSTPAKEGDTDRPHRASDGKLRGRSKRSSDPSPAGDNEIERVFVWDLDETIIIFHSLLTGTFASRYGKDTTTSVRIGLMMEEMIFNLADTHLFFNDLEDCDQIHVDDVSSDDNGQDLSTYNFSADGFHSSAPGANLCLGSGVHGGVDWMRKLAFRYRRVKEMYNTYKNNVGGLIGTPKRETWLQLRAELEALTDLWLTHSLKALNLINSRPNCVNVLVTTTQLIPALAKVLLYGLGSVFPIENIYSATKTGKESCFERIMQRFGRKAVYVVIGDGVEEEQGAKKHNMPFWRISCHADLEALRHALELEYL
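Eya2 protein (added as 0.2 uM solution) was preincubated with compound for 10 min at ambient temperature in 50 mM HEPES pH 7.5, 50 mM NaCl, 5 uM MgCl2, 0.05% BSA, 1 mM DTT. OMFP (added at 50 uM) then reacted 10 min; fluorescence read at 485/525 nm.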
* marks the source's active call; other numbers are inactive results; ? = inconclusive; · = no result given; [ ] = remark or other dose. Unless noted, the call rests on the fitted dose curve; in most records, active means well fitted curve in the direction sought with a large enough effect; inconclusive means small, poorly fitted or top-dose-only effect, or another doubt; inactive means no such curve, though single readings can be large; an effect the other way counts as inactive or inconclusive.

Each structure is followed by: TCR activator | TRPV1 agonist | ELG1 repair inh | TSHR antagonist | KCNH2 WT inh | Mito fusion yeast | KCNH2 3.1 inh | AT treatment | USP2a inh | Eya2 inh
Cc1ccc(NC2CCCN(C(=O)c3ccccc3-c3ncc[nH]3)C2)cc1C (configuration not stated)
  -1% | -3 | -4% | -5 | 11 | -4% | -5 | 8% | 1% | -2%
Clc1ccc2nncn2n1
  0% | -3 | 3% | 2 | 11 | -3% | 4 | 1% | 3% | 12%
CCOC(=O)c1cc(C)nc(N2CCCCC2)c1C#N
  -5% | 7 | 3% | -4 | -2 | 2% | 43 | 3% | -1% | 10%
CCCCN(CCCC)S(=O)(=O)c1ccc(NS(=O)(=O)c2ccc(NC(C)=O)cc2)cc1
  · | -4 | -6% | 10 | 16 | -2% | -39 | -7% | 3% | -18%
Cc1ccc(OCC(=O)OC2CCCN(C)C2)cc1 (configuration not stated)
  8% | -3 | -11% | 4 | · | 9% | 16 | 2%[11.5 µM] | -3% | 1%
C=CCC[C@@H](Cc1ccc(F)cc1)C(=O)OC[C@H](Cc1c[nH]c2ccccc12)NC(=O)[C@H](CC=C)CC(=O)N(CCO)Cc1ccccc1
  -7% | · | 18µM* | -16 | 7 | · | -15 | -4% | -18% | 0%
Cc1ccc(C(C)C)c(OCC(=O)Nn2c(C)nc3ccccc3c2=O)c1
  -2% | 2 | ? | 28 | -16 | ? | -4 | 4% | -6% | ?
COc1cccc(Cn2c(=O)sc3ccccc3c2=O)c1
  2% | 4 | ? | -6 | -1 | 4% | -6 | 3% | 0% | 16%
CC(C)c1ccccc1OCC(=O)Nc1ccc2[nH]ncc2c1
  1% | ? | ? | -16 | -1 | 7% | -3 | 0% | 1% | -13%
Cc1nn(C)c(C)c1CN(C(=O)C1CCC(=O)N(C2CCCCCC2)C1)C(C)C (configuration not stated)
  -3% | -3 | ? | 16 | 2 | 0% | -6 | 14% | 4% | 3%
COc1ccc(N2C(=O)c3ccccc3NC2c2ccc(NC(C)=O)cc2)c(OC)c1 (configuration not stated)
  -3% | 2 | 19% | 9 | 8 | -6% | 12 | 8% | 1% | 13%
CCOC(=O)[C@H]1[C@H]2COc3cc(OC)ccc3[C@@H]2N2C(=O)c3ccc(C)cc3NC(=O)[C@@]12C
  13% | 82* | 4% | -6 | -1 | 17% | 29 | 5% | 1% | -11%
CSc1ccc(C2(O)Cc3cccc[n+]3C2c2ccccc2)cc1 (configuration not stated)
  11% | -2 | -10% | -1 | 6 | -2% | 6 | -9% | 1% | -8%
Cc1ccc(-c2cc(C(=O)N/N=C\c3cnn(C)c3C)c3ccccc3n2)cc1C
  2% | 0 | -17% | -3 | -1 | -2% | -3 | -1% | 4% | 13%
CCn1c(CN2CCN(C(=O)c3ccco3)CC2)nc2c1c(=O)n(C)c(=O)n2C
  1% | 0 | -3% | 5 | 2 | -3% | -12 | 0% | 1% | 14%
CCOC(=O)COc1c(/C=N\O)cc(Cl)cc1OC
  1% | 5 | -17% | -2 | 6 | 11% | 10 | -1% | 1% | 7%
CC(C)NCC(O)COCCOc1ccc(Br)cc1 (configuration not stated)
  0%[46.1 µM] | 1 | -3% | -4 | 1 | -4% | -13 | -3% | 3% | 6%
CCCNC(=O)COc1coc(CN2CCN(Cc3ccccc3)CC2)cc1=O
  6% | 2 | -2% | -13 | -15 | 3% | 10 | -3% | -1% | 4%
CCc1nnc(NC(=O)c2cnccn2)s1
  1% | 19 | ? | 21 | -6 | 1% | 14 | · | -2% | 8%
Cc1nnc(SCC(=O)Nc2ccc(S(=O)(=O)N3CCCC3)cc2)n1N
  -2% | 1 | 0% | 6 | -4 | -2% | 5 | -1% | -1% | -3%
Cc1ccc([N+](=O)[O-])cc1NC(=O)c1ccc2c(c1)OCO2
  2% | 2 | -2% | -4 | 8 | 5% | 3 | 3% | 1% | -6%
C=CCn1c(SCC(=O)NC(=O)NCCC)nnc1C1CCCCC1
  0% | -1 | -13% | 21 | -5 | 5% | -5 | 3% | 1% | -17%
CCCn1nnc(NC(=O)C(c2ccccc2)c2ccccc2)n1
  3% | 6 | -22% | -1 | -14 | -2% | 7 | 7% | 1% | 5%
COc1ccc(-c2cc(CCCC(=O)N3CCN(c4ccc(OC)cc4)CC3)no2)cc1
  -2% | 1 | -28% | -12 | 4 | 1% | -9 | -3% | -2% | -10%
Cc1cc(NC(=O)CN2C(=O)/C(=C/c3ccccc3F)SC2=S)no1
  1% | -6 | -19% | -2 | -12 | 5% | 14 | 3% | -8% | -4%
O=c1cc(C(F)(F)F)nc(SC/C=C/c2ccccc2)[nH]1
  2% | -2 | 9% | ? | -3 | ? | -14 | 2% | 0% | -9%
CC(CC(=O)Nc1nnc(CC(C)(C)C)s1)c1ccccc1 (configuration not stated)
  -4% | -4 | -4% | 3 | -10 | -6% | 3 | 3% | 0% | -14%
CN(C)c1cccc(C(=O)Nc2cccc(S(=O)(=O)NC3=NCCC3)c2)c1
  -5% | -3 | ? | -5 | 12 | -2% | -4 | 12% | -1% | -1%
Cc1sc2ncnc(NCC3CCCO3)c2c1C (configuration not stated)
  0% | 0 | ? | -10 | -6 | -8% | -4 | 0% | 0% | 8%
COC(=O)/C(=C/c1c[nH]c2ccccc12)NC(C)=O
  -3%[46.1 µM] | -3 | 8% | 6 | 1 | -2% | 3 | 0% | 2% | -11%

(next part)
Each structure is followed by: TCR activator | TRPV1 agonist | ELG1 repair inh | TSHR antagonist | KCNH2 WT inh | Mito fusion yeast | KCNH2 3.1 inh | AT treatment | USP2a inh | Eya2 inh
O=C(NCc1ccccc1)c1cccc2c1C(=O)c1ccc(/C=C/c3ccccc3)cc1S2(=O)=O
  -2% | · | -16% | -8 | -1 | · | -10 | -1% | 0% | -14%
Cc1ccc(NC(=O)CN2C(=O)NC3(CCCc4ccccc43)C2=O)c(Cl)c1 (configuration not stated)
  1% | · | -2% | 0 | 0 | · | 7 | 6% | 0% | 1%
COc1ccc2c(Cl)c(C(=O)NCCc3ccc(S(N)(=O)=O)cc3)sc2c1
  1% | 19 | -15% | -7 | 14 | 1% | -8 | -10% | 5% | 9%
O=C(O)c1cccc2c(-c3ccccc3)c(-c3ccccc3)[nH]c12
  -3% | 0 | -2% | -14 | -3 | 22% | -5 | 17% | -6% | -8%
CSCC[C@H](Nc1ncnc2sc(C)c(C)c12)C(=O)O
  -5% | 3 | 8% | -4 | -2 | 4% | 10 | · | 0% | 40%
Cc1cccc(NC(=O)CSCC(=O)Nc2cccc(S(=O)(=O)N3CCCCCC3)c2)c1
  -1% | 11 | -18% | -10 | 23 | -7% | 11 | 10% | -1% | -16%
Cc1cccc(/C(N)=N/OC(=O)c2ccccc2Cl)c1
  -4% | -1 | ? | -7 | -5 | -12% | · | 13% | 1% | -2%
CCCn1c(N)c(C(=O)COC(=O)c2c(C)noc2C)c(=O)n(C)c1=O
  -16% | 1 | 23µM* | 46 | 1 | 5% | -3 | -8% | 1% | 15%[15.4 µM]
O=C(N/N=C\c1cc(Br)c(Br)o1)C1COc2ccccc2O1 (configuration not stated)
  0% | 12 | 3% | 0 | -2 | 2% | -2 | -2% | 0% | -8%
COc1cc2c(c(O)c1OC)-c1c(cc(OC)c(OC)c1O)[C@@H](OC(=O)c1ccccc1)[C@@](C)(O)[C@@H](C)[C@@H]2OC(C)=O
  · | -2 | ? | 0 | · | -6% | · | -29% | 5% | -7%
Cc1ccc(NC(=O)CS(=O)(=O)c2cn(C)c3ccccc23)c(C)c1
  -2% | -3 | 4% | 5 | 4 | -3% | 0 | 3% | 3% | -8%

7 neighbouring records from above, for reference:
Each structure is followed by: TCR activator | TRPV1 agonist | ELG1 repair inh | TSHR antagonist | KCNH2 WT inh | Mito fusion yeast | KCNH2 3.1 inh | AT treatment | USP2a inh | Eya2 inh
CCOC(=O)c1cc(C)nc(N2CCCCC2)c1C#N
  -5% | 7 | 3% | -4 | -2 | 2% | 43 | 3% | -1% | 10%
CCCCN(CCCC)S(=O)(=O)c1ccc(NS(=O)(=O)c2ccc(NC(C)=O)cc2)cc1
  · | -4 | -6% | 10 | 16 | -2% | -39 | -7% | 3% | -18%
Cc1ccc(OCC(=O)OC2CCCN(C)C2)cc1 (configuration not stated)
  8% | -3 | -11% | 4 | · | 9% | 16 | 2%[11.5 µM] | -3% | 1%
C=CCC[C@@H](Cc1ccc(F)cc1)C(=O)OC[C@H](Cc1c[nH]c2ccccc12)NC(=O)[C@H](CC=C)CC(=O)N(CCO)Cc1ccccc1
  -7% | · | 18µM* | -16 | 7 | · | -15 | -4% | -18% | 0%
Cc1ccc(C(C)C)c(OCC(=O)Nn2c(C)nc3ccccc3c2=O)c1
  -2% | 2 | ? | 28 | -16 | ? | -4 | 4% | -6% | ?
COc1cccc(Cn2c(=O)sc3ccccc3c2=O)c1
  2% | 4 | ? | -6 | -1 | 4% | -6 | 3% | 0% | 16%
CC(C)c1ccccc1OCC(=O)Nc1ccc2[nH]ncc2c1
  1% | ? | ? | -16 | -1 | 7% | -3 | 0% | 1% | -13%

An excerpt; count on the stated rates, not on these rows.
